# Lamin A splicing – LMNA splicing modulation; HeLa LMNA splicing GFP/RFP minigene ratio, 48 h; Potency, µM (titrated, usually from 46.1 µM), without a hit: at the top dose ratio change, negative = inhibition, actives largely listed as inhibitors; hit rate 0.01% among 200,000; AID 1487; active = well fitted inhibition curve with a large enough effect in the signal ratio, with a control signal flat, not every such curve was filed as active; inconclusive = small, poorly fitted or top-dose-only effect, or effect the other way, or a change in a side signal; the % refers to the signal ratio; also: potency is read from the fitted curve at half-maximal effect; % is scaled to controls: 0 for no effect and ±100 for the full control effect
#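 S3 HeLa cells stably expressing lamin A-EGFP splicing minigene plus DsRed2, 600 cells/well, 48 h compound exposure at 37C. Laser-scanning cytometry; analysed as GFP (500-530 nm)/RFP (575-640 nm) total intensity ratio; 0.5% DMSO vehicle.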
# Luc counter – counter-screen: inhibitors of Kinase-Glo firefly luciferase; Kinase-Glo luciferase, ATP luminescence, 8 min; Potency, µM (highest dose often 38.3 µM), for inactives: top-dose activity change, negative = inhibition, usual class: inhibitors; hit rate 0.28% among 200,000; Q27757; AID 1379; also: potency is read from the fitted curve at half-maximal effect; % is scaled to controls: 0 for no effect and ±100 for the full control effect; nearly all actives have a fitted effect of over 60% in size
#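 Light output from Kinase-Glo luciferase with luciferin and 10 uM ATP in 50 mM imidazole pH 7.2, KCl, MgCl2, Tween 20, BSA; compound pin-delivered, 8-min ambient incubation, then luminescence read.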
# NPSR antag – antagonists of human neuropeptide S receptor cAMP signaling; CHO-NPSR cells, cAMP TR-FRET, antagonist mode; Potency, µM (doses to about 38.3 µM), without a hit: at the highest dose activity change, negative = inhibition, usual class: inhibitors; hit rate 1% among 220,000; AID 1461; also: potency is read from the fitted curve at half-maximal effect; % is scaled to controls: 0 for no effect and ±100 for the full control effect; nearly all actives have a fitted effect of over 50% in size; many of its hits are not listed in these tables
# Target sequence (Q6W5P4 whole entry, looked up): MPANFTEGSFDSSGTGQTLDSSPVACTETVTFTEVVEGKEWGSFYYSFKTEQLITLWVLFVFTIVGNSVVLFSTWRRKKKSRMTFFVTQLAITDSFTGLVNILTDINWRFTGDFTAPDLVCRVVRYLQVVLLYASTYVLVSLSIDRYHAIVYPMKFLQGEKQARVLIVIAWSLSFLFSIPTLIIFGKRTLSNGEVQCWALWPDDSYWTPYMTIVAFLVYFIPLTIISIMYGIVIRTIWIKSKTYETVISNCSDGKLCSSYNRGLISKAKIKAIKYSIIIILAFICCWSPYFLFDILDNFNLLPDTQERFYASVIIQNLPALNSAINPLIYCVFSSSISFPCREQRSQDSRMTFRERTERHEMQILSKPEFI
# CBFb RUNX1 block – CBF-beta/RUNX1 interaction disruption; Potency, µM (series often up to 59.8 µM), for the others: top-dose activity, negative = inhibition, usual class: inhibitors; AlphaScreen CBFb-His/RUNX1-biotin binding, biochemical; 230,000 tested, under 10 active; also: % of control where 0% means no effect
# Target sequence (Q01196 whole entry, looked up): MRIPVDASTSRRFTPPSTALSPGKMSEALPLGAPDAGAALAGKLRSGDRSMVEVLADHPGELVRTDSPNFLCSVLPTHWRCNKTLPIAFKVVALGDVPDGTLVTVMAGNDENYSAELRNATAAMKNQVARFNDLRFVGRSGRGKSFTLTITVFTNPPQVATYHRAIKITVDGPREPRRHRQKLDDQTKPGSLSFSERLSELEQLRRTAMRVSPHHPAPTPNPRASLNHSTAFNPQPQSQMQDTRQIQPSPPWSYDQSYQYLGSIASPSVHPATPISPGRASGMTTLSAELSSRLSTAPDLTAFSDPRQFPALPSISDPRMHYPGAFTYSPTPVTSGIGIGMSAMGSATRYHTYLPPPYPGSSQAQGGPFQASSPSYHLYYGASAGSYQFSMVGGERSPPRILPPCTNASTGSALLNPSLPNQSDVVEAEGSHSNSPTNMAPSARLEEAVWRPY
# Target sequence (Q13951 whole entry, looked up): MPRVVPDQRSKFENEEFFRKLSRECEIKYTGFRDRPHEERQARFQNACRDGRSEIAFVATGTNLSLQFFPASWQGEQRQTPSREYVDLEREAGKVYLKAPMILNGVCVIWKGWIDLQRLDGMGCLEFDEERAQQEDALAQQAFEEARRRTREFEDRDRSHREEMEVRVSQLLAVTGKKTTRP
#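 Room-temperature protein-protein interaction test with 30 nM each of His-tagged CBF-beta and biotinylated RUNX1, 15 min with compound, then 90 min with nickel plus streptavidin beads. Signal read in AlphaScreen mode.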
# Epigenetic derep – epigenetic control regulation, reporter derepression. AID 1865. Potency, µM (highest dose often 53.9 µM), without a hit: at the highest dose GFP activation, usual class: activators. murine LDR cells, GFP reporter derepression, 30 h. hit rate 0.2% among 280,000; also: potency is read from the fitted curve at half-maximal effect; % of control where 0% means no effect; nearly all actives have a fitted effect of over 60% in size
#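 Derepression of a silenced CMV-GFP reporter in murine LDR cells is scored by enumerating GFP-positive cells with a laser-scanning microplate cytometer after 30 hours of treatment at 37 C.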
# HTT aggregate – mutant huntingtin aggregation inhibition. PC12 HttQ103-GFP aggregates, Acumen cytometry, 40 h. hit rate 1.1% among 220,000. Potency, µM (highest dose often 46.1 µM), without a hit: at the top dose activity change, negative = inhibition, actives largely listed as inhibitors. AID 1688; also: potency is read from the fitted curve at half-maximal effect; % is scaled to controls: 0 for no effect and ±100 for the full control effect; nearly all actives have a fitted effect of over 60% in size
#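 Inducible Q103 Huntingtin exon 1–GFP PC12 line, 1500 cells/well in phenol red free DMEM with 5% equine and 5% calf serum. Tebufenozide 100 nM induced expression; compounds titrated; aggregates quantified by cytometry.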
# IMPase Li inh – cell-permeable IMPase inhibitors with lithium potentiation | CHO-M1 cells, IP1 TR-FRET (IP-One), carbachol + lithium | Potency, µM (doses to about 59.4 µM), without a hit: at the top dose activity, negative = IMPase inhibition, most hits filed as inhibitors | hit rate 0.35% among 210,000;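 also: IP1 builds up when IMPase is blocked and the TR-FRET signal falls; potency is read from the fitted curve at half-maximal effect; plate controls were basal vehicle for no effect and high inhibitor control for full effect; nearly all actives have a fitted effect of over 50% in size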
#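 CHO cells stably expressing M1 receptor (2000/well) were cultured 16–30 h, then exposed to compounds with a small lithium addition for 30 min at 37C. IP1 was measured by TR-FRET competition; AC50 from Hill fits.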
# * marks the source's active call; other numbers are inactive results; ? = inconclusive; nt = not tested or not shown; & = joins results of further samples; [ ] = remark or other dose. Unless noted, calls follow the shape of the dose curve; as a rule, active = well fitted curve in the direction sought with a large enough effect; inconclusive = small, poorly fitted or top-dose-only effect, or another doubt; inactive = no such curve, though single readings can be large; an effect the other way counts as inactive or inconclusive.
SMILES,Lamin A splicing,Luc counter,NPSR antag,CBFb RUNX1 block,Epigenetic derep,HTT aggregate,IMPase Li inh
CN(C)CCCNC(=O)c1cc(Br)ccc1O,6%[46 µM],nt,-6%,3%,0.0%,5%[9.22 µM],nt
O=C(c1cc2c(s1)-c1ccccc1OC2)N1CCN(c2ccccc2)CC1,-4%,0%,-20%[46.1 µM],-18%,0.0%&-7.1%,-12%,7.9µM*
COc1ccc(OC)c(-c2cc(C3CCN(C(=O)OC(C)(C)C)CC3)[nH]n2)c1,nt,5%,49%,3%,-0.6%,0%,-1%
CC(=O)c1ccc(NC(=O)c2c(C)nn(-c3ccccc3)c2Cl)cc1,?,-1%,-6%,?,0.0%,1%[9.22 µM],4%
O=C(NCc1ccccc1)c1ccc(OCC2CCCO2)cc1 (stereo not drawn),7%,0%,3%,1%,-1.3%,-8%,-8%
CCCNC(=O)c1ccccc1NC(=O)C1COc2ccccc2O1 (stereo not drawn),-9%,6%,-6%[46.1 µM],1%,0.0%,0%,2%[38.3 µM]
CCN(CC(=O)Nc1ccc(OC(F)F)cc1)C1CCCCC1,-10%[46 µM],-2%,-21%,4%,-0.2%,23%,11%
CCC1=C(OC(=O)N(CC)CC)N2C(=O)OC(=NCCc3c[nH]c4ccccc34)[C@]2(C)[C@H]2C1=CC[C@H]1C(=O)N(CC(=O)OC)C(=O)[C@H]12,nt,-2%,-3%,?,5.4%&0.5%,-2%[9.22 µM],-10%
O=S(=O)(Nc1ccc(Cl)cn1)c1ccc(Cl)cc1,nt,0%,-3%,6%,-1.6%,2%[9.22 µM],-1%
CCOc1ccc(OCC(=O)Nc2ccc(S(=O)(=O)Nc3cc(C)nc(C)n3)cc2)cc1,-6%,-1%,-18%[46.1 µM],-1%,0.0%,-17%,22%[38.3 µM]
O=C(NC(=S)Nc1ccc(NC(=O)c2ccco2)cc1)c1ccccc1,-6%,-4%,13%,-3%,?,1%,-6%
COc1cccc(C2NC(=O)NC(C)=C2C(=O)Nc2cc(OC)ccc2OC)c1 (stereo not drawn),7%,3%,-6%[46.1 µM],-5%,-2.7%,12%,6%[38.3 µM]
COC(=O)Nc1ccc(S(=O)(=O)N2CCCC(C(=O)N3CCOCC3)C2)cc1 (stereo not drawn),nt,nt,26%,1%,0.0%,-4%[9.22 µM],nt
CCOc1ccc(N2CC(C(=O)Nc3ccc(S(=O)(=O)Nc4ncccn4)cc3)CC2=O)cc1 (stereo not drawn),-2%,0%,-4%[46.1 µM],4%,0.4%,14%,18%[38.3 µM]
O=C(/C=C(\O)c1ccccc1)c1ccccc1O,nt,-5%,nt,11%,-0.3%,nt,5%
O=C(COc1ccccc1Br)N1CCN(c2ccccc2)CC1,7%,2%,-26%[46.1 µM],-1%,-1.0%,10%,13%[38.3 µM]
CN1c2ccccc2C(O)=C(C(=S)Nc2ccc(F)c(Cl)c2)S1(=O)=O,?,7%,-1%[46.1 µM],0%,4.0%,?,17%[38.3 µM]
O=C(c1ccccc1)N1CCC(=O)N1c1ccccc1,-4%,0%,5%,-1%,0.0%,14%,-3%
COc1ccc(COC(=O)N/N=C(\C)CC(=O)Nc2c(C)cc(C)cc2C)cc1,-1%,-1%,-10%[46.1 µM],3%,-1.2%,?,-9%[38.3 µM]
COc1cccc2[nH]c3c(N4CCN(Cc5ccc6c(c5)OCO6)CC4)ncnc3c12,?,nt,?,-10%,13%,?,nt

# IMPase Li inh, what is marked active above
SMILES	Lamin A splicing	NPSR antag	CBFb RUNX1 block	Epigenetic derep	HTT aggregate	IMPase Li inh
O=C(c1cc2c(s1)-c1ccccc1OC2)N1CCN(c2ccccc2)CC1	-4%	-20%[46.1 µM]	-18%	0.0%&-7.1%	-12%	7.9µM*

# Continued.
SMILES,Lamin A splicing,Luc counter,NPSR antag,CBFb RUNX1 block,Epigenetic derep,HTT aggregate,IMPase Li inh
CCOc1ccc(OCC)c(-c2c(=O)n(OCc3ccc(C(C)(C)C)cc3)c3ccccc3[n+]2[O-])c1,3%,-2%,-26%[46.1 µM],-8%,-1.1%,-21%,2%[38.3 µM]
Cc1nn(-c2ccccc2)c(Cl)c1/C=C1\C(=O)N(C)C(=S)N1C,-18%[46 µM],1%,-25%,-21%,-1.7%,8%,22%
COc1ccc(NC(=O)Nc2cc(C)ccc2OC(F)F)c(OC)c1,20%,0%,-20%[46.1 µM],-2%,-0.8%,-4%,18%[38.3 µM]
Cc1ccc(-n2cc(CN3CCC(O)(c4ccccn4)CC3)c(-c3ccc(F)cc3)n2)cc1,?,-2%,10%,-3%,1.1%,-4%[9.22 µM],11%
CCOc1ccc(Cn2nnc(C(=O)NCc3ccccc3)c2N)cc1,-4%,-2%,-15%[46.1 µM],-2%,-1.0%,-7%,-7%[38.3 µM]
CCCN(C(=S)Nc1ccccc1)C1CCS(=O)(=O)C1 (stereo not drawn),9%,-1%,-2%[46.1 µM],3%,-2.0%,-5%,-10%[38.3 µM]
CCN1CCCC(NC(=O)c2cc([N+](=O)[O-])ccc2OC)C1 (stereo not drawn),-3%,-2%,8%,-9%,-0.9%,-4%,4%
O=C(CCCN1C(=O)/C(=C/c2cccs2)SC1=S)Nc1ccc(C(=O)O)cc1,nt,-3%,-9%,-16%,3.2%,-5%,-4%
COc1ccccc1NC(=O)COn1nnc2ccc(S(=O)(=O)N3CCOCC3)cc21,nt,-2%,13%,14%,-1.3%,-11%,-1%
O=C(N/N=C(\CC(=O)c1cccs1)C(F)(F)F)c1cccnc1,nt,nt,-17%,1%,1.4%,-1%[9.22 µM],nt
COC(=O)c1c(NC(=O)c2ccc(N(C)S(=O)(=O)c3ccc(C)cc3)cc2)sc2c1CCCC2,-4%,-1%,-40%,-1%,-3.2%,2%,-6%
CCNC(=O)c1ccccc1SCc1ccccc1,nt,1%,12%,-8%,6.1%,30%,0%
COc1ccc(C(=O)Nc2cc(Cl)ccc2Cl)c(OC)n1,0%,2%,-9%[46.1 µM],-12%,0.2%,?,22%[38.3 µM]
CNC(=O)[C@H]1O[C@@H](n2cnc3c(NCc4cccc(I)c4)ncnc32)[C@H](O)[C@@H]1O,nt,nt,nt,7%&6%,1.1%&0.8%,nt,11%&-4%
Cc1cc(OCCCC(=O)N2CCCCC2)cc(C)c1Cl,-3%,0%,-3%[46.1 µM],14%,0.0%,-8%,59%[activator][38.3 µM]
CCCCN(C)C1CCN(C(=S)Nc2cccc(OC)c2)CC1,-4%[46 µM],0%,7%,6%,-1.1%,-8%,9%
O=[N+]([O-])c1c(Nc2ccccc2O)cc(N2CCOCC2)c2nonc12,nt,nt,-30%,14%,-1.1%,-6%[9.22 µM],nt
CC(Nc1cccnc1)=C(C#N)C#N,?,-3%,10%,7%,-1.3%,10%,4%
Cc1ccc2c(c1)nnn2C1CCN(CC(=O)Nc2ccccc2N2CCOCC2)CC1,?,-5%,?,-4%,-1.1%,-1%,-3%[38.3 µM]
COC(=O)c1ccc(CSc2nc3sc4c(c3c(=O)n2C)CCCC4)o1,-3%,0%,-21%[46.1 µM],2%,-0.4%,8%[9.22 µM],20%[38.3 µM]
COc1cc(/C=C/C(=O)O)cc(S(=O)(=O)N2CCCc3ccccc32)c1OC,nt,nt,-18%,4%,2.4%,-6%[9.22 µM],nt
Cc1cc(N/C=C/C(=O)c2cccs2)ccc1F,-8%[46 µM],-12%,-44%,20%,-0.4%,0%,7%
COc1c(C)cc(S(=O)(=O)N2CCOCC2)c(C)c1C,nt,5%,19%,6%,-0.9%,3%[9.22 µM],4%
C/C(=N\NC(=O)c1cccnc1)c1nnn(-c2nonc2N)c1C,nt,1%,12%,17%,1.1%,-2%,1%
O=C(O)c1cc(-c2ccc3c(c2)OCO3)nc2ccccc12,-5%,-17%,-5%[46.1 µM],15%,2.4%,2%,-2%[38.3 µM]
O=C(CCn1cnc(-c2ccccc2)c1-c1ccccc1)N/N=C/c1ccccc1O,?,2%,-6%,-27%,-1.0%,?,1%
COc1cccc(/C=N/NC(=O)c2cnccn2)c1O,nt,nt,-1%,-29%,0.1%,4%[9.22 µM],nt
CCn1cc(NC(=O)Nc2ccccc2C(=O)OC)c(C(N)=O)n1,10%,-3%,-4%[46.1 µM],1%,-1.0%,?,9%[38.3 µM]
COc1cc(-c2nnc(Cn3cc(C(F)(F)F)ccc3=O)o2)cc(OC)c1OC,-2%,-5%,-10%[46.1 µM],4%,0.0%,-4%,-1%[38.3 µM]
Cc1cc(Br)c(NC(=O)c2ccccc2[N+](=O)[O-])cc1C,-7%[46 µM],4%,2%,10%,-0.3%,6%,9%
C=CCN1C(=O)S/C(=C\c2ccc3c(c2)n(C)c(=O)n3C)C1=O,-6%,-3%,10%,-3%,1.5%,31%,3%
Cc1nnc(SCC(=O)NC2CCCCC2)n(N)c1=O,6%,-4%,-9%[46.1 µM],0%,2.1%,24%,9%[38.3 µM]
Cc1ccnc(SCc2ccc([N+](=O)[O-])cc2)n1,nt,4%,5%,3%,-3.4%,15%,-2%
Nc1nnc(SCC(=O)N2CCc3ccccc32)n1-c1ccccc1,-9%,-4%,-14%[46.1 µM],11%,0.0%,-1%,5%
COc1ccc(S(=O)(=O)NCC2CCCN(C(=O)CNC(C)=O)C2)cc1 (stereo not drawn),9%[46 µM],0%,-13%,0%,-0.6%,22%[9.22 µM],-2%
CCOC(=O)c1ccc(NC(=O)NC2CCN(CC(=O)NCc3ccc4c(c3)OCO4)CC2)cc1,6%,12%,-7%[46.1 µM],1%,2.0%,16%,2%[38.3 µM]
O=C(N/N=C/c1c[nH]c2ccccc12)c1cc2ccccc2o1,nt,nt,-8%,4%,-4.3%,16%[9.22 µM],nt
COC(=O)c1ccc(C2OCC(C)(C)CO2)cc1,nt,-2%,11%,5%,3.3%,-8%,-9%
CCOc1ccc(C2C=C(c3ccc(C)cc3)Nc3ncnn32)cc1 (stereo not drawn),?,-1%,-17%[46.1 µM],8%,-0.9%,-27%,-13%[38.3 µM]
CCC(C)[C@H](NC(=O)NCc1ccc(OC)c(OC)c1)C(=O)O (stereo partly drawn),nt,nt,51%,3%,1.3%,-7%[9.22 µM],nt

# Of the compounds above, these contain a tert-butyl group.
SMILES,Lamin A splicing,Luc counter,NPSR antag,CBFb RUNX1 block,Epigenetic derep,HTT aggregate,IMPase Li inh
COc1ccc(OC)c(-c2cc(C3CCN(C(=O)OC(C)(C)C)CC3)[nH]n2)c1,nt,5%,49%,3%,-0.6%,0%,-1%
CCOc1ccc(OCC)c(-c2c(=O)n(OCc3ccc(C(C)(C)C)cc3)c3ccccc3[n+]2[O-])c1,3%,-2%,-26%[46.1 µM],-8%,-1.1%,-21%,2%[38.3 µM]

# Compound activity as filed in PubChem.

# A portion of the library; count on the stated rates, not on these rows.
